Screens as filed in PubChem.
UBC13 polyUb = inhibitors of human UBC13 polyubiquitin chain formation; P61088; TR-FRET; inhibition, % at 20 µM; actives 0.47% (n = 330,000); AID 485273; in the data active = inhibition above about 45%, passing the limit was not always enough
Target sequence (P61088 whole entry, looked up): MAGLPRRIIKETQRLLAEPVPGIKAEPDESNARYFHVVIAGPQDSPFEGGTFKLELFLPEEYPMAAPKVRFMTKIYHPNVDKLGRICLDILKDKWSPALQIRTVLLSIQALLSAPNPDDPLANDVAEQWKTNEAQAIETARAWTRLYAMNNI
Jurkat NFkB inh = inhibitors of the PMA/ionomycin-induced NF-kB reporter in Jurkat cells. inhibition, % at 4 µM. AID 435003. PMA/ionomycin-induced NF-kB luciferase reporter, luminescence. actives 0.53% (n = 330,000)
HKDC1 inhibitor = blocks human hexokinase HKDC1 activity; Q2TB90; actives 0.16% (n = 340,000); inhibition, % at 20 µM; AID 493160; recombinant HKDC1, G6PDH/diaphorase resazurin coupled fluorescence;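 active = inhibition above about 35% when tested at 20 µM, limit read from the data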;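 note: plate controls were DMSO wells with enzyme for no effect and DMSO wells lacking enzyme for full effect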
Target sequence (Q2TB90 whole entry, looked up): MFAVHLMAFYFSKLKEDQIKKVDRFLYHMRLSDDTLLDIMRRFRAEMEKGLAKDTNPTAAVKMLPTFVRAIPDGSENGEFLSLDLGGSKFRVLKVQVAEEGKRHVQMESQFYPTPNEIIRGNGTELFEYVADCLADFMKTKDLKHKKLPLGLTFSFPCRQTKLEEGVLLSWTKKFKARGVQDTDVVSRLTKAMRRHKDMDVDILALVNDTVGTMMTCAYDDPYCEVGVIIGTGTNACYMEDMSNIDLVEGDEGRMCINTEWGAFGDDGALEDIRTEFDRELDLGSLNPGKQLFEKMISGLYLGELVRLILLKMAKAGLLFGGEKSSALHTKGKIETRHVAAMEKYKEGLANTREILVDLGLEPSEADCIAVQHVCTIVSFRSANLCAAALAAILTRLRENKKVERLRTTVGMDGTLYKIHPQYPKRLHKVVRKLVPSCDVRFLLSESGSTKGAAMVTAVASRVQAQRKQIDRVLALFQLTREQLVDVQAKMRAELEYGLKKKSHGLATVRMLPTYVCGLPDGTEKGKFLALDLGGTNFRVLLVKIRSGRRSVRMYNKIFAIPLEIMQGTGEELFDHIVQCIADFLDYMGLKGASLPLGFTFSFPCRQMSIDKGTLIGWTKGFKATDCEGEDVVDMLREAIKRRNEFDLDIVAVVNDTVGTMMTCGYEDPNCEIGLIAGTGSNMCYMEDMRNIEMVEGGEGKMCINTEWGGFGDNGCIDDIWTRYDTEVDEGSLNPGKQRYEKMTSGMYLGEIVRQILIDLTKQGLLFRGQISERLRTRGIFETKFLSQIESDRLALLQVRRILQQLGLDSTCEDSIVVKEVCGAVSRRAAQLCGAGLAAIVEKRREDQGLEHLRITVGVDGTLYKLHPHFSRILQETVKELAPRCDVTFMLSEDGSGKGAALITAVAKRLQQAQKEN
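Test system: HK5 enzyme. Quantity: 5 µg/mL HK5 final. Reagent: glucose and ATP substrates. Schedule: 90 min reaction incubation at room temperature, dark. Technique: resazurin-to-resorufin fluorescence via G6PDH and diaphorase coupling, 525/613 nm. Control set: DMSO wells with and without enzyme mix.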
Apaf-1 inh = inhibitors of human Apaf-1 apoptosome. O14727. reconstituted apoptosome caspase-3 activity, DEVD-Rh110 fluorescence. inhibition, % at 20 µM. actives 0.71% (n = 330,000); active = inhibition of at least 40% at 20 µM;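 note: plate controls were DMSO wells for no effect and DEVD-CHO caspase inhibitor wells for full effect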
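System: reconstituted apoptosome with Apaf-1, cytochrome c, caspase-9, procaspase-3, dATP; Signal: Rh110 fluorescence intensity; Schedule: 30 min compound preincubation, 50 min activation, room temperature; Reagent: cytochrome c trigger plus (Z-DEVD)2-Rh110 caspase-3 substrate.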
697 NFkB inh = lowers PMA/ionomycin-induced NF-kB signal in 697 B cells; actives 0.33% (n = 330,000); inhibition, % at 4 µM; 697 B-cell NF-kB luciferase reporter, 16 h; AID 435022; in the data active = inhibition above about 35%
Gli-Sufu block = antagonists of Gli-Sufu signaling. Sufu-KO-LIGHT fibroblasts, Gli luciferase reporter luminescence. inhibition, % at 5 µM. actives 0.74% (n = 340,000). AID 588413;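 active = inhibition above about 55%, limit read from the data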;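 note: 0% = DMSO-treated cells and 100% = wells with medium but no cells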
SENP8 inh = blocks the human protease SENP8; actives 1.2% (n = 330,000); purified SENP8, Z-RLRGG-aminoluciferin cleavage, luminescence; inhibition, % at 10 µM
SENP7 block = blocks the human protease SENP7. inhibition, % at 5 µM. recombinant SENP7, Z-RLRGG-aminoluciferin luminescence, 40 min. actives 1.5% (n = 330,000). AID 434973. Q9BQF6;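 active = inhibition above about 50% at the single test dose, limit read from the data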;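 note: plate controls were DMSO with enzyme for no effect and no enzyme buffer wells for full effect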
Starred values were filed as active, the others as inactive; / = not tested or not shown. Cut-off read from the data, not from the text of the source, unless noted: active = inhibition above about 50%; inactive = the rest.

Letter code: A = UBC13 polyUb; B = Jurkat NFkB inh; C = HKDC1 inhibitor; D = Apaf-1 inh; E = 697 NFkB inh; F = Gli-Sufu block; G = SENP8 inh; H = SENP7 block
Cc1ccc(N2CC(C(=O)Nc3ncc([N+](=O)[O-])s3)CC2=O)cc1 (configuration not stated)
  A: -13; B: -12; C: 8; D: 11; E: -20; F: 6; G: 0; H: -12
Cc1cc(C(=O)N/N=C/c2ccc([N+](=O)[O-])s2)c2ccccc2n1
  A: -9; B: 14; C: -5; D: 11; E: 22; F: 9; G: 8; H: 0
COc1cccc(-c2cc(C(F)(F)F)n3ncc(C(=O)O)c3n2)c1
  A: 1; B: 5; C: -2; D: -2; E: 24; F: 20; G: -4; H: -3
Brc1ccc(N=Nc2ccc3ccccc3n2)cc1
  A: -8; B: 47; C: 0; D: 1; E: -127; F: -27; G: 96*; H: 100*
C[C@H](NC(=O)CCCOc1ccc(Cl)cc1Cl)c1nnc2ccccn12
  A: 7; B: -9; C: -6; D: -10; E: 0; F: 1; G: -2; H: -3
CCc1c(O)cc2n(c1=O)-c1ccccc1C2(C)C
  A: 2; B: -3; C: -1; D: -1; E: 3; F: 1; G: -4; H: 0
N#CC(c1ccc(Cl)cc1)c1ncc(C(F)(F)F)cc1Cl (configuration not stated)
  A: -2; B: 1; C: -4; D: 4; E: 4; F: 11; G: -14; H: -7
COc1ccc(-c2csc(Nc3cc(C)ccn3)n2)cc1C
  A: -10; B: -41; C: 1; D: 15; E: -86; F: -48; G: -20; H: -9
NC1=NC2(CCCCC2)N=C(Nc2ccc(Br)cc2)N1
  A: 26; B: 38; C: 5; D: -4; E: 12; F: 23; G: -1; H: 2
CC[C@]12c3[nH]c4cc(-c5ccco5)ccc4c3CCN1C(=O)[C@@H](CC(=O)NCc1ccco1)C[C@@H]2C(=O)N1CCN(C(=O)c2ccco2)CC1
  A: /; B: /; C: 3; D: 20; E: -4; F: 33; G: /; H: -5
Cc1ccc(S(=O)(=O)Nc2cccc(C(=O)NCCN3CCOCC3)c2)cc1F
  A: -3; B: 1; C: -8; D: 1; E: 1; F: 0; G: -1; H: 4
COc1ccc(C(=O)NC(Cc2c[nH]c3ccccc23)C(=O)O)cc1 (configuration not stated)
  A: 2; B: 11; C: 3; D: 1; E: 7; F: 2; G: -1; H: 5
CC(C)[C@H](NC(=O)c1ccccc1)C(=O)Nc1cccc(S(=O)(=O)N2CCOCC2)c1
  A: 3; B: 8; C: -5; D: -9; E: 14; F: 8; G: 6; H: -2
COc1cc(OC)cc(C(=O)N[C@@H](CCSC)c2nc3ccccc3[nH]2)c1
  A: 4; B: 5; C: -8; D: 5; E: 16; F: 3; G: 0; H: 6
COc1cc2cc(C(c3nnnn3C3CCCC3)N3CCCCC3)c(=O)[nH]c2cc1OC (configuration not stated)
  A: 7; B: 5; C: -6; D: -22; E: 28; F: 5; G: -4; H: 0

Part of the list above in another layout.
Cc1ccc(S(=O)(=O)Nc2cccc(C(=O)NCCN3CCOCC3)c2)cc1F
  UBC13 polyUb: -3
  Jurkat NFkB inh: 1
  HKDC1 inhibitor: -8
  Apaf-1 inh: 1
  697 NFkB inh: 1
  Gli-Sufu block: 0
  SENP8 inh: -1
  SENP7 block: 4
COc1ccc(C(=O)NC(Cc2c[nH]c3ccccc23)C(=O)O)cc1 (configuration not stated)
  UBC13 polyUb: 2
  Jurkat NFkB inh: 11
  HKDC1 inhibitor: 3
  Apaf-1 inh: 1
  697 NFkB inh: 7
  Gli-Sufu block: 2
  SENP8 inh: -1
  SENP7 block: 5
CC(C)[C@H](NC(=O)c1ccccc1)C(=O)Nc1cccc(S(=O)(=O)N2CCOCC2)c1
  UBC13 polyUb: 3
  Jurkat NFkB inh: 8
  HKDC1 inhibitor: -5
  Apaf-1 inh: -9
  697 NFkB inh: 14
  Gli-Sufu block: 8
  SENP8 inh: 6
  SENP7 block: -2
COc1cc(OC)cc(C(=O)N[C@@H](CCSC)c2nc3ccccc3[nH]2)c1
  UBC13 polyUb: 4
  Jurkat NFkB inh: 5
  HKDC1 inhibitor: -8
  Apaf-1 inh: 5
  697 NFkB inh: 16
  Gli-Sufu block: 3
  SENP8 inh: 0
  SENP7 block: 6

Later entries
Letter code: A = UBC13 polyUb; B = Jurkat NFkB inh; C = HKDC1 inhibitor; D = Apaf-1 inh; E = 697 NFkB inh; F = Gli-Sufu block; G = SENP8 inh; H = SENP7 block
C[C@H](NC(=O)[C@@H]1Cc2ccccc2CN1)C(=O)Nc1ccc2c(c1)OCO2
  A: -4; B: 13; C: 4; D: -7; E: -2; F: -28; G: 8; H: -5
Clc1ccc2[nH]c3c(NCC4CCCO4)ncnc3c2c1 (configuration not stated)
  A: 17; B: -9; C: /; D: 11; E: 9; F: /; G: -9; H: -5
CCCc1cc(NC(=O)CCl)n(-c2ccccc2)n1
  A: 4; B: -2; C: 12; D: -3; E: 5; F: -5; G: -6; H: 1
COc1ccccc1C(=O)N1C(CC(=O)Nc2cc(Cl)ccc2C)C(=O)NC2CCCCC21 (configuration not stated)
  A: -4; B: -5; C: 1; D: 6; E: 10; F: /; G: -6; H: -11
CCCC(=O)Nc1nnc(SCC(=O)NC2CC2)s1
  A: 3; B: 6; C: -4; D: -1; E: 14; F: -7; G: 0; H: 1
C/C(=N\O)C(=O)C(CN1CCCCC1)CN1CCCCC1
  A: 3; B: 19; C: -9; D: -17; E: -12; F: 2; G: 1; H: 4
c1ccc2sc(NC3=NCN(C4CCCCC4)CN3)nc2c1
  A: -6; B: -26; C: -10; D: -18; E: -26; F: -10; G: -4; H: -7
C=CCn1c(SCc2ccccc2C#N)nnc1-c1cc(Br)ccc1O
  A: -7; B: -6; C: -4; D: 3; E: 14; F: 3; G: 15; H: 9
COc1cc2c(cc1NC(=O)c1cccnc1)oc1ccccc12
  A: -7; B: -48; C: -6; D: 8; E: -70; F: 15; G: -3; H: -1
CC(=O)Oc1cc2c3c(c1)/C(=C1/SC(=S)NC1=O)C(=O)N3C(C)(C)C=C2C
  A: -70; B: -11; C: 6; D: 4; E: -13; F: 14; G: 1; H: 11
N#Cc1ccccc1Sc1ccccc1C(=O)NCC(c1ccco1)N1CCCCC1 (configuration not stated)
  A: 24; B: -3; C: -1; D: 33; E: 5; F: -2; G: 9; H: 1
Cn1c(N)c(C(=O)CSc2nnc(C3CC3)n2Cc2ccccc2)c(=O)n(C)c1=O
  A: 10; B: -5; C: -5; D: -6; E: 12; F: 6; G: 15; H: -2
CCn1c(Cc2c(C)[nH]c3ccccc23)nnc1SCC(N)=O
  A: 3; B: 1; C: 0; D: -10; E: 8; F: -1; G: -6; H: -6
COc1ccccc1CNC(=O)COc1ccccc1C(=O)c1cnn(-c2ccccc2)c1
  A: 17; B: -112; C: 7; D: 22; E: -92; F: -9; G: 25; H: 3
CC(=O)Oc1c(S(=O)(=O)c2ccc(C)cc2)c(C)nn1C(C)(C)C
  A: -9; B: -16; C: 2; D: 3; E: -41; F: -9; G: 0; H: -3

SENP7 block: entries above that show a hit
Structure	UBC13 polyUb	Jurkat NFkB inh	HKDC1 inhibitor	697 NFkB inh	SENP8 inh	SENP7 block
Brc1ccc(N=Nc2ccc3ccccc3n2)cc1	-8	47	0	-127	96*	100*

Next compounds
Letter code: A = UBC13 polyUb; B = Jurkat NFkB inh; C = HKDC1 inhibitor; D = Apaf-1 inh; E = 697 NFkB inh; F = Gli-Sufu block; G = SENP8 inh; H = SENP7 block
CC(OC(=O)CNC(=O)c1ccc(Cl)c(Cl)c1)C(=O)N1CCOCC1 (configuration not stated)
  A: 4; B: -3; C: -9; D: 4; E: 1; F: -12; G: 3; H: 3
O=C(Cc1nc(-c2ccc([N+](=O)[O-])cc2)cs1)Nc1ccccc1
  A: 5; B: 21; C: -12; D: 0; E: 17; F: 1; G: 0; H: -3
C/C(Cl)=C/Cn1c(=O)c2c(nc(Br)n2Cc2ccccc2)n(C)c1=O
  A: -2; B: 0; C: -1; D: 25; E: 4; F: 5; G: -4; H: 9
CCOC(=O)c1sc(N)c(C#N)c1CSc1nnc(C2CC2)n1N
  A: -10; B: -1; C: 10; D: 5; E: 3; F: 3; G: 5; H: 2
Cc1ccc(CNC(=O)C2CCC(=O)N2Cc2ccc(C)cc2)cc1 (configuration not stated)
  A: -3; B: 3; C: -3; D: -1; E: 18; F: -4; G: -10; H: -8
NC(=S)N/N=C/c1c[nH]c2ccc(OCc3ccccc3)cc12
  A: 0; B: -12; C: 6; D: 16; E: -27; F: /; G: -16; H: 11
Cc1cccc(C)c1NC(=O)CNC(=O)c1cccc(S(=O)(=O)NCc2cccs2)c1
  A: -11; B: -26; C: -3; D: -1; E: -38; F: 4; G: -7; H: 6
Cc1ccc(CONC(=O)c2cccc(C)c2)cc1
  A: 4; B: -15; C: -4; D: -7; E: -33; F: -34; G: 34; H: 48
c1cncc(Nc2nc(-c3cccs3)cs2)c1
  A: 13; B: -15; C: -8; D: -6; E: -1; F: -1; G: -9; H: 7
CC(=O)c1cnn(-c2cc(Oc3ccccc3C)ncn2)c1C
  A: -1; B: 10; C: -5; D: 0; E: -16; F: 1; G: -7; H: -1
Cc1ccc(NS(=O)(=O)c2cccc(C(=O)OCC(=O)NCc3ccco3)c2)cc1
  A: 4; B: 8; C: -1; D: 8; E: 3; F: 13; G: -2; H: 6
Nn1c(Nc2ccccc2)nc2ccccc21
  A: 0; B: -88; C: 1; D: 1; E: -47; F: 11; G: 28; H: 42
CN(CCOc1ccccc1)CC(=O)Nc1ccc(Cl)cc1[N+](=O)[O-]
  A: -7; B: -30; C: 4; D: 6; E: 4; F: -3; G: 12; H: 5
O=C(Cn1c2c(c(-c3ccccc3Cl)cc1=O)CCC2)NCC1CCCO1 (configuration not stated)
  A: 18; B: 1; C: 0; D: -6; E: 13; F: 21; G: -1; H: 4
CN(C)c1ccc(NC(=O)Cn2ncn3c(cc4ccccc43)c2=O)cc1
  A: -10; B: 20; C: 1; D: 6; E: -16; F: -9; G: 10; H: 13
CCCCC(CC)CNC(=O)/C=C/c1ccc(F)cc1 (configuration not stated)
  A: 9; B: -1; C: /; D: 17; E: 7; F: /; G: -3; H: 1
Cc1cccc(NS(=O)(=O)c2c(C)n[nH]c2C)c1
  A: -4; B: -5; C: -5; D: -22; E: -20; F: -2; G: -8; H: -17
CCN(CC)C(=O)c1[nH]cnc1C(=O)N[C@H](C)c1ccccc1
  A: -1; B: -12; C: -2; D: 9; E: 12; F: 4; G: -5; H: 13
CCCCn1nnnc1SCC(=O)N1CCN(C(=O)c2ccco2)CC1
  A: 0; B: 6; C: -4; D: -6; E: 6; F: -1; G: -5; H: 3
Cc1ccc(CNC(=O)c2ccc(N3CCC4(CC3)CC(c3cccc(Br)c3)=NO4)c(N)c2)cc1
  A: 6; B: 0; C: 2; D: 11; E: -12; F: 10; G: 6; H: 0
CC(=O)c1nn(-c2ccc(Br)cc2)cc1C(=O)c1ccco1
  A: -4; B: -9; C: 1; D: 18; E: -1; F: 9; G: -11; H: -15
CCN(c1ccccc1)S(=O)(=O)c1ccc(Cl)c(C(=O)N(CC2CCCO2)C2CCS(=O)(=O)C2)c1 (configuration not stated)
  A: 0; B: -2; C: -3; D: -3; E: -4; F: -5; G: 1; H: 5
COc1cc(/C=C/C(=O)OC(C)C(=O)Nc2c(C)n(C)n(-c3ccccc3)c2=O)ccc1OCC#N (configuration not stated)
  A: 6; B: 5; C: -4; D: -9; E: 0; F: 1; G: 4; H: 7
CCN(CC)CCOC(=O)c1ccc(N/C=C(/C#N)c2nc(-c3ccc4c(c3)OCO4)cs2)cc1
  A: 108*; B: -23; C: -2; D: 60*; E: -34; F: -9; G: -5; H: 5

No enrichment for hits; 3.6% or so of the library scored in one or more.
